Screens from PubChem.
GLS inh: blocks human kidney-isoform glutaminase activity. GLS enzymatic activity, qHTS titration. Potency, µM (series often up to 45.5 µM), for inactives: at the top dose activity change, negative = inhibition, actives largely listed as inhibitors. hit rate 0.21% among 410,000. AID 624170; note: potency is the fitted concentration of half-maximal effect; % is set by controls: 0 for no effect and ±100 for the full control effect
Target sequence (O94925 whole entry, looked up, canonical isoform): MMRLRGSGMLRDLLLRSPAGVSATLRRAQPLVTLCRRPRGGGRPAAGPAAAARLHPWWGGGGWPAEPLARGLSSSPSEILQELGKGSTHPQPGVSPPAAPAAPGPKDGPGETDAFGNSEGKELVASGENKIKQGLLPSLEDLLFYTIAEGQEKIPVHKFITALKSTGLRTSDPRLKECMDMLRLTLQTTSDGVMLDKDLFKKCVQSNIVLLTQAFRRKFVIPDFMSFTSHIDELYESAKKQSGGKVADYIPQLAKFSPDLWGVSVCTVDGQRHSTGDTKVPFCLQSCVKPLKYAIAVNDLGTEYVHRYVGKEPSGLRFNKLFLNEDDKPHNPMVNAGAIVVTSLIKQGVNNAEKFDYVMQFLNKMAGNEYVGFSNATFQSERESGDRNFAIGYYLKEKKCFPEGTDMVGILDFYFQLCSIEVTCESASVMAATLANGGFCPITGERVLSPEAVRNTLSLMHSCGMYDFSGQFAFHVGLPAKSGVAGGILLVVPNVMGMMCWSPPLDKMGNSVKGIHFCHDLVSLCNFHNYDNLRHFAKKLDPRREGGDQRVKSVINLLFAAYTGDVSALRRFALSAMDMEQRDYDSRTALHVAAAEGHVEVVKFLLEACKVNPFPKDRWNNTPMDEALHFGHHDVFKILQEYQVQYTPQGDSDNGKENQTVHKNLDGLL
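Enzyme dispensed in phosphate buffer (45 mM, pH 8.2, 0.02% Tween-20), compounds pinned in, then 1 mM L-glutamine solution and the glutamate oxidase–HRP–Amplex Red mix added; fluorescence read immediately and again after 30 min at room temperature.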
BAZ2B inh: BAZ2B (human) inhibition; hit rate 4.4% among 360,000; AID 504333; Q9UIF8; AlphaScreen BAZ2B-H3K14Ac peptide displacement; Potency, µM (highest dose often 114 µM), for inactives: at the highest dose activity change, negative = inhibition, actives largely listed as inhibitors; note: potency is the fitted concentration of half-maximal effect; % is set by controls: 0 for no effect and ±100 for the full control effect; nearly all actives have a fitted effect of over 60% in size
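AlphaScreen displacement: compounds (up to 110uM) incubated 30 min at room temperature with a preformed 50 nM BAZ2B/50 nM biotinylated H3K14Ac peptide complex in PBS pH 7.4 with Tween-20. Donor and acceptor beads at 10 ug/mL final added, 20 min light-protected before reading.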
G9a block: blocks human histone lysine methyltransferase G9a; Q96KQ7; G9a H3K9 monomethylation, AlphaScreen, 2 h; Potency, µM (highest dose often 102 µM), inactives show at the top dose activity, negative = inhibition, hits mostly inhibitors; hit rate 8.8% among 350,000; note: potency is the fitted concentration of half-maximal effect; % is set by controls: 0 for no effect and ±100 for the full control effect; nearly all actives have a fitted effect of over 75% in size
Target sequence (Q96KQ7 913-1193 limits assumed): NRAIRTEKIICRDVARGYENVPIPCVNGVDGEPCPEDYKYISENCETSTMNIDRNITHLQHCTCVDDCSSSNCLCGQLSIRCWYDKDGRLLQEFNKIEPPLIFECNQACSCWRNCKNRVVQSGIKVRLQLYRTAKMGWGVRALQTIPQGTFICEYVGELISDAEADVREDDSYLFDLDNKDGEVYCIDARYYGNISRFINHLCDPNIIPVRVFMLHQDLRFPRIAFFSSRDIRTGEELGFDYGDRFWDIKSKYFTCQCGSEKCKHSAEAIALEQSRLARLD
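Using a bead-based AlphaScreen, monomethylated H3K9 product from 2 h room-temperature reactions (G9a 20 nM, peptide 500 nM, SAM 20 uM) was detected with 0.5 ug/mL rabbit anti-H3K9me1 antibody.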
PI4K2A block: inhibitors of human PI4K2A; activity change, negative = inhibition, % at 76.9 µM; purified PI4K2A, ADP-Glo luminescence, 1 h; hits give low values; Q9BTU6; hit rate 0.13% among 420,000; in the data active = activity change below about -50%; inconclusive = mostly about -30% to -49%;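 note: -100% = wells without enzyme as full effect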
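PI4K2A activity was measured by ADP-Glo luminescence: enzyme (4 ug/mL stock) and phosphatidylinositol (1.2 mM stock) in Tris pH 7.5/MgCl2/EGTA/Triton X-100 buffer were reacted with ATP (300 microM stock) for one hour at ambient temperature.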
Pin1 inh: human Pin1 inhibition. hit rate 0.009% among 390,000. Potency, µM (highest dose often 115 µM), without a hit: top-dose activity, negative = inhibition, most hits filed as inhibitors. Q13526. AID 504891. Pin1 FP peptide displacement, HiFluor488, 10 min; active = well fitted inhibition curve with a large enough effect in the polarisation, with a control signal flat, not every such curve was filed as active; inconclusive = small, poorly fitted or top-dose-only effect, or effect the other way, or a change in a side signal; inactive = no such curve, though single readings can be large or run the other way; the % refers to the polarisation; note: potency is the fitted concentration of half-maximal effect; % is set by controls: 0 for no effect and ±100 for the full control effect
Target sequence (Q13526 whole entry, looked up): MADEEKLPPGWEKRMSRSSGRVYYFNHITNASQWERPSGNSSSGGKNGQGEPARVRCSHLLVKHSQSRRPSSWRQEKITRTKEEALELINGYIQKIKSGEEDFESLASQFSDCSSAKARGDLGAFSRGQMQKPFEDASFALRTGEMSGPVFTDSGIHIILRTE
Pol eta inh: DNA polymerase eta (human) inhibition | Q9Y253 | recombinant Pol eta, fluorescent DNA replication assay | Potency, µM (titrated, usually from 114 µM), inactives show at the top dose activity change, negative = inhibition, usual class: inhibitors | hit rate 1.2% among 390,000; note: potency is the fitted concentration of half-maximal effect; % is set by controls: 0 for no effect and ±100 for the full control effect
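Fluorescent replication assay: 50 nM final substrate added after a 15 min room-temperature compound preincubation with 10 nM enzyme. Signal taken at 0 min and again at 10 min.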
PGK inhibitor: blocks T. brucei phosphoglycerate kinase; hit rate 0.043% among 380,000; PGK/GAPDH coupled, Kinase-Glo luminescence, 60 min; AID 602233; Potency, µM (highest dose often 57.5 µM), for the others: top-dose activity change, negative = inhibition, usual class: inhibitors; note: potency is the fitted concentration of half-maximal effect; % is set by controls: 0 for no effect and ±100 for the full control effect; nearly all actives have a fitted effect of over 60% in size
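Recombinant glycosomal PGK reaction used 1,3-bisphosphoglycerate generated in-well by GAPDH (100nM final) in 100mM TEA pH 7.6, 5mM MgCl2, 0.01% Tween-20. After 60 minutes at room temperature, ATP was read by Kinase-Glo Plus luminescence end-point.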
HP1b binding inh: blocks HP1-beta chromodomain binding to methylated histone tails; Potency, µM (doses to about 114 µM), without a hit: at the highest dose activity change, negative = inhibition, usual class: inhibitors; AlphaScreen HP1-beta / biotin-H3K9me3 peptide binding; AID 540317; P83916; hit rate 0.56% among 390,000; note: potency is the fitted concentration of half-maximal effect; nearly all actives have a fitted effect of over 70% in size; inactives centre near 23
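HP1-beta protein (50 nM final) preincubated 30 min at room temperature with biotinylated H3(1-18)K9me3 peptide (50 nM) in PBS pH 7.4, 0.01% Tween-20, then compound added for 30 min. AlphaScreen streptavidin donor/nickel chelate acceptor beads (10 ug/mL final), 30 min dark, luminescence read.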
JMJD2A Tudor inh: JMJD2A Tudor domain (human) inhibition; AlphaScreen JMJD2A-Tudor / H3K4me3 peptide binding; Potency, µM (series often up to 114 µM), inactives show top-dose activity change, negative = inhibition, most hits filed as inhibitors; hit rate 4.4% among 390,000; note: potency is the fitted concentration of half-maximal effect; % is set by controls: 0 for no effect and ±100 for the full control effect; nearly all actives have a fitted effect of over 50% in size
An asterisk follows results filed as active; i = inactive; ? = inconclusive; . = no result given; & = joins results of further samples; [ ] = remark or other dose. Unless noted, calls come from the whole dose curve; as a rule, active = well fitted curve in the direction sought with a large enough effect; inconclusive = small, poorly fitted or top-dose-only effect, or another doubt; inactive = no such curve, though single readings can be large; an effect the other way counts as inactive or inconclusive.

JMJD2A Tudor inh | HP1b binding inh | GLS inh | Pin1 inh | Pol eta inh | SMILES | G9a block | PI4K2A block | BAZ2B inh | PGK inhibitor
-18%[11.4 µM] | 62%[activator] | -12% | -1% | ? | Cc1ccccc1NC(=O)CCC(=O)N/N=C/c1ccncc1 | 7.1µM* | 3 | ? | -5%
? | -19% | 7% | 3% | 0% | Cc1ccc(/C([O-])=C(/C(=S)NCc2ccc3c(c2)OCO3)[n+]2ccc(N(C)C)cc2)c(C)c1 | 50µM* | 5 | ? | 2%
7% | 23% | 16% | 11% | -18% | O=C(CSc1nc2ccccc2o1)Nc1ccccc1N1CCOCC1 | 5%[12.7 µM] | 11 | 3% | 3%
-35% | ? | -3% | -4% | -15% | COc1ccc(C(C(=O)NCCC(C)C)N(CCN2CCOCC2)C(=O)Cn2nnc3ccccc32)c(OC)c1 (stereo not drawn) | 14% | 0 | -9% | -5%
-4%&-33% | 37%&7% | 4%&3% | 0%&-4% | -23%&-17% | CCOC(=O)c1cnc2ccccc2c1NCCc1ccc(OC)c(OC)c1 | -1%&-5%[59 µM] | -1&3 | -1%&-15% | 13%
-13% | 35% | 67%[activator] | ? | ? | COc1ccc(NS(=O)(=O)c2cccc(C(=O)N/N=C/c3ccc(O)cc3)c2)cc1 | 7% | -1 | -19% | -5%
-8% | 50%[activator] | 2% | 0% | -6% | CCOC(=O)N1CCN(c2ccc(C(=O)CC)cc2F)CC1 | 2% | 4 | 9% | -3%
-11% | 50% | -17% | -9% | -29% | COc1ccccc1Nc1nnc(SCC2CCCCO2)s1 (stereo not drawn) | -10% | -7 | 3% | -9%
-20% | 33% | 1% | -6% | 2% | CC(C)(CNc1ccc([N+](=O)[O-])cc1C#N)N1CCOCC1 | -1% | -3 | 17% | -6%
89µM* | 26% | 1% | 2% | -23% | Cn1c(N)c(C(=O)COC(=O)Cc2ccc(Cl)c(Cl)c2)c(=O)n(C)c1=O | . | 1 | . | 1%
? | 8%[57 µM] | -1% | -5% | -2% | O=c1[nH]c2ccccc2cc1CN(Cc1cccnc1)S(=O)(=O)c1ccc([N+](=O)[O-])cc1 | ? | -1 | ? | -3%
-13% | 39% | -1% | -4% | 0% | CS(=O)(=O)N1CCC(Oc2ccccc2C(=O)NCCCc2cccnc2)CC1 | -9% | 4 | 2% | -6%
-14% | 38% | 7% | -4% | -6% | CCOc1ccc(N(CC(=O)Nc2cccnc2)S(C)(=O)=O)cc1 | . | 3 | -16% | 13%
-14% | 5% | -5% | -2% | -8% | O=C(NCC(c1cccs1)N1CCOCC1)c1cccnc1 (stereo not drawn) | 51% | -1 | -11% | -9%
-30% | 17% | 5% | -1% | -16% | C/C(CC(=O)Nc1ccc2c(c1)OCO2)=N\NC(=O)C(c1ccccc1)c1ccccc1 | 3% | 6 | ? | -7%
. | . | 10% | . | -9% | O=C(CCc1c[nH]c2ccccc12)OCC(=O)c1ccccc1 | . | -2 | . | i
-6% | 5% | 0% | 1% | -1% | CS(=O)(=O)NCc1ccc(C(=O)NCc2ccccc2)cc1 | -3%[12.7 µM] | -5 | -5% | .
-24% | 0% | -7% | 1% | -9% | COc1ccc(NC(=O)CCc2nnc3n(CC(C)C)c(=O)c4ccccc4n23)cc1OC | 9%[59 µM] | 0 | 7% | -8%
-13%[57.1 µM] | 29% | 5% | -3% | -7% | CN(C)c1ccc(C(=S)N2CCNCC2)cc1 | -50% | 4 | -21% | i
-3% | 34% | -3% | -6% | -17% | C[C@@H]1CN(C(=O)c2nc3ccc(Cl)cn3c2CN(C)CCc2cnn(C)c2)C[C@H](C)O1 | 10%[59 µM] | 1 | -10% | 7%

JMJD2A Tudor inh: hit marks shown above
JMJD2A Tudor inh | HP1b binding inh | GLS inh | Pin1 inh | Pol eta inh | SMILES | G9a block | PI4K2A block | BAZ2B inh | PGK inhibitor
89µM* | 26% | 1% | 2% | -23% | Cn1c(N)c(C(=O)COC(=O)Cc2ccc(Cl)c(Cl)c2)c(=O)n(C)c1=O | . | 1 | . | 1%

(list continues)
JMJD2A Tudor inh | HP1b binding inh | GLS inh | Pin1 inh | Pol eta inh | SMILES | G9a block | PI4K2A block | BAZ2B inh | PGK inhibitor
5% | 27% | 8% | -1% | -19% | CCOC(=O)CC/C(C)=N\N=C1\SC(CC(=O)O)C(=O)N1c1ccccc1 (stereo not drawn) | 1%[59 µM] | -4 | -34% | 6%
-14% | 38% | 1% | -9% | -5% | Cc1ccc(C(=O)CCS(=O)(=O)c2ccc(Cl)cc2)cc1 | 1% | 22 | 0% | -4%
-17% | 26% | 12% | -5% | ? | CC(C)C(=O)Nc1ccccc1C(=O)N/N=C/c1ccc([N+](=O)[O-])cc1 | 39%[12.7 µM] | 7 | -29% | 6%
-20% | 6% | -1% | -4% | -11% | Cn1nnc(NC(=S)NC(=O)c2cc3ccccc3o2)n1 | ? | -1 | -14% | i
. | . | 0% | . | -29% | CC1(C)CN(C2CCCCC2)C(=O)[C@H]1CC(=O)Nc1ccc(Br)cc1 | . | 1 | . | 0%
9%[11.4 µM] | -8% | -7% | 0% | -18% | CC(C)C(C(=O)NC1CCCCC1)N(CC1CCCO1)C(=O)CNS(=O)(=O)c1ccc(F)cc1 (stereo not drawn) | -7%[59 µM] | -4 | 6% | 0%
-22% | 32% | 7% | -4% | -4% | O=C(O)CC(c1cccc([N+](=O)[O-])c1)N1Cc2ccccc2C1=O (stereo not drawn) | -1% | 6 | -2% | -1%
-8% | 24% | 0% | ? | -20% | C=CCn1c(C)c(/C=C/c2cc[n+](C)cc2)c2ccccc21 | 45µM* | 0 | 3% | -10%
-16% | -4% | -3% | -1% | -10% | CC(=O)Nc1ccc(S(=O)(=O)N2CCN(c3cc(C(F)(F)F)ccn3)CC2)cc1 | . | -2 | -2% | -4%
-18% | 12% | -1% | 5% | 9% | Cc1ccc(NC(=O)c2cccnc2C(=O)Nc2ccc(C)cc2)cc1 | ? | -8 | -10% | -1%
-11% | 47%[activator] | 4% | -3% | -10% | CC(=O)OCC(=O)Nc1c(C)cccc1C | 10%[59 µM] | -1 | -8% | 5%
-4% | 29% | -4% | 18% | -5% | COc1ccc(S(=O)(=O)N2CCOCC2)cc1NC(=O)CSc1nnc2n1CCCCC2 | . | 3 | . | 13%
-5%&-18% | 48%&50%[activator] | 4%&-5% | ? | 8%&-16% | CCc1ccc(NC(=O)CSc2nnc(CC)c(CC)n2)cc1 | 10%[59 µM] | -3&0 | 2%&0% | i
-1% | 15% | 1% | 2% | 0% | O=C(CN1C(=O)COc2ccc(Cl)cc21)Nc1nccs1 | 27%[12.7 µM] | 2 | -1% | -7%
-15% | 38% | 3% | -7% | -7% | O=C(CSc1nnc(C2CC2)n1-c1ccccc1)N1CCNC1=O | -10%[59 µM] | -2 | 0% | i
? | 4% | -3% | -2% | 3% | Cc1cc(=O)[nH]c(SCCOc2ccc(OC(C)C)cc2)n1 | 14µM* | -7 | -32% | i
-13% | 15% | 1% | -1% | 10% | O=CNCC(=O)NCCc1ccc(Cl)cc1 | 22% | 2 | 2% | .
-32% | 15% | 32%[activator] | 1% | -7% | C/C(=N/NC(N)=S)c1ccccc1[N+](=O)[O-] | ? | -5 | 0% | i
8% | 35% | -5% | -4% | 4% | COc1ccc(CCC(=O)N2c3ccccc3CC2C)cc1 (stereo not drawn) | 4%[12.7 µM] | -3 | 33% | 1%
? | -4% | 21% | -2% | -19% | Cc1cc(C)c2nc(NNC(=O)c3ccc(S(=O)(=O)N4CCc5ccccc5C4)cc3)sc2c1 | 40µM* | -6 | ? | 3%
0% | 14% | -27% | 6% | -24% | O=C(NCCCn1ccnc1)c1cccc(Cl)c1 | -8% | -4 | -17% | 4%
1%&-14%&-12% | 43%[activator] | 6% | -3%&-1%&-4% | -14% | O=S(=O)(c1ccc2ccccc2c1)N1CCN(S(=O)(=O)c2c(F)cccc2F)CC1 | . | -4&-3 | . | -4%
-24% | 22% | 24% | ? | -18% | O=C1C=C(NNC(=O)c2ccncc2)CC(c2ccccc2)C1 (stereo not drawn) | 17% | -3 | -17% | i
6% | 59%[activator] | -1% | -1% | -20% | Cc1ccc2[nH]c(C(=O)N/N=C/c3ccc([N+](=O)[O-])cc3)c(C)c2c1 | ? | 2 | 6% | .
-10% | 27% | -11% | 2% | -11% | CCOCCCNC(=O)c1ccc2c(c1)N(CC)C(=O)c1ccccc1S2=O (stereo not drawn) | -6% | 3 | -1% | -9%
-17% | 35% | 12% | -3% | -26% | CCN(C(=O)COC(=O)/C=C/c1ccccc1[N+](=O)[O-])C1CCS(=O)(=O)C1 (stereo not drawn) | -3% | 6 | -21% | i
7% | 13% | -18% | 1% | -13% | CCc1c(C)nc(SCC(=O)Nc2nc(-c3ccc(OC)cc3)cs2)[nH]c1=O | -24% | -11 | -23% | 0%
-26% | -5% | 0% | -3% | -9% | Cc1nc2c(ccc3nc(NC(=O)C4CC4)sc32)s1 | -36% | -5 | -7% | i
-5% | 47%[activator] | 1% | 10% | -16% | O=C(NCc1ccccc1Cl)c1ccc(CSCc2cccc(F)c2)o1 | 13%[59 µM] | -2 | -4% | i
-4% | 30% | 0% | -8% | -4% | COCCN1CCN(C(=O)c2ccc3oc(CCc4ccccc4)nc3c2)CC1 | . | -6 | -1% | 4%
-4% | 3% | 1% | -3% | -6% | O=C(O)c1ccc(COc2ccc([N+](=O)[O-])cc2)o1 | ? | 2 | -13% | -3%
-9% | -2% | ? | 3% | -1% | CC1(C)CN=C(NC2CCCCC2)S1 | -35%[59 µM] | -2 | -8% | .
-1% | 45%[activator] | 5% | -2% | 2% | Cc1cccc(NC(=O)Cn2c(=O)nc(-c3ccccc3)c3ccccc32)c1C | 1%[12.7 µM] | 0 | -3% | 10%

These rows are one share of the data; the hit share may differ from the screen's.
